V-ATPase pH: regulators of yeast V-ATPase proton pumping, primary screen, pHLuorin cytosolic pH fluorescence | S. cerevisiae | response, % at 10 µM | actives 0.37% (n = 350,000); in the data active = response mostly above about 7.3%, no sharp cut-off; inactive = mostly below about 5.4%; also: actives read high; inactives centre near 0; some compounds called inactive have numbers as strong as hits; reference of the scale not given here
Wnt act: Wnt/beta-catenin pathway activators, primary screen, cell-based, plate reader, single point. activation, % at 9.35 µM. Wnt/beta-catenin reporter cell assay, activator. actives 1.2% (n = 300,000); in the data active = activation above about 30%, passing the limit was not always enough;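 also: 0% = neutral control wells and 100% = positive control wells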
RTF Ca sens act: cardiac RTF calcium sensitivity activators, primary screen, biochemical, IANBD-TnC fluorescence, EC20 calcium; AID 493008, 2010; activation, % at 7.2 µM; actives 0.24% (n = 340,000); Troponin I, cardiac muscle (Homo sapiens) + Troponin T, cardiac muscle (Homo sapiens) + …; IANBD-labeled TnC RTF fluorescence at EC20 calcium; 0% EC20 calcium, 100% full calcium;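 active = activation above the mean over all tested compounds plus 3 SD, cut at about 30% in these data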;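 also: rise in fluorescence read as greater calcium sensitivity of cardiac thin filaments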
MOR-DOR inv ag: inverse agonists of MOR-DOR heterodimerization, primary screen, cell-based, luminescence; Mu-type opioid receptor (Homo sapiens) + Delta-type opioid receptor (Homo sapiens), …; cell-based MOR-DOR heterodimer luminescence, inverse agonism; inhibition, % at 9.3 µM; actives 0.21% (n = 340,000); AID 504357, 2011; in the data active = inhibition above about 22%, passing the limit was not always enough;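 also: 0% = cells with DMSO and 100% = wells without cells with DMSO; values of inactives mirror those of a sister screen read the other way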
Target sequence (P35372 whole entry, looked up): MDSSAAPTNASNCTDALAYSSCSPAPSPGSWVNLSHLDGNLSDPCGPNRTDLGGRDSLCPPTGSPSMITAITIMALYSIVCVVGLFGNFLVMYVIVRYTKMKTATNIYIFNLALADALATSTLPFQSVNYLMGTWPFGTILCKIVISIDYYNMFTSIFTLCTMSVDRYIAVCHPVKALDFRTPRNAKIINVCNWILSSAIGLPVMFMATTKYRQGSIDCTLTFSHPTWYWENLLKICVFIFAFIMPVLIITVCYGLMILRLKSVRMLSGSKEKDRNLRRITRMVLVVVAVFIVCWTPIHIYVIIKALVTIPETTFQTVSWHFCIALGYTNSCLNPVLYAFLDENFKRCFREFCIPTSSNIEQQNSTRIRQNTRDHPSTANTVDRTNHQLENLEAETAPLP
Target sequence (P41143 whole entry, looked up): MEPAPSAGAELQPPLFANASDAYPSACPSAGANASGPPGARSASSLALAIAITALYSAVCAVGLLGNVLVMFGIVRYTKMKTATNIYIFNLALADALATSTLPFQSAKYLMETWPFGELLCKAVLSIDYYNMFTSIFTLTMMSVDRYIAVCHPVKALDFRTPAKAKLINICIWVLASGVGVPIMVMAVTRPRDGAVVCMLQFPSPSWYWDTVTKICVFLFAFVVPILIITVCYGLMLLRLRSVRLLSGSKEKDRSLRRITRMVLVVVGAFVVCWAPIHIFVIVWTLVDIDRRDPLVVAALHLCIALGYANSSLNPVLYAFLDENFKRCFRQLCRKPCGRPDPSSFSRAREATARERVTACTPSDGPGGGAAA
RTF Ca sens inh: cardiac RTF calcium sensitivity inhibitors, primary screen, biochemical, IANBD-TnC fluorescence, EC70 calcium. IANBD-labeled cardiac RTF, Ca2+ fluorescence. inhibition, % at 7.15 µM. AID 493244, 2011. actives 0.12% (n = 340,000);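 active = inhibition above the mean inhibition of all tested compounds plus 3 SD, cut at about 17% in these data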;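 also: assay run at fixed EC70 calcium of 1.6 mM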
Arr AP2 block: inhibitors of beta-arrestin/AP2 binding, primary screen, biochemical, GPCR trafficking, flow cytometry. FITC-arrestin peptide / GST-AP2 beads; AP2 beta2 appendage carries R879A mutation. actives 0.31% (n = 340,000). inhibition, % at 10 µM. AID 504490, 2011;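 active = inhibition above a set limit, near 3 SD of compounds lacking own fluorescence, cut at about 54% in these data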;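 also: plate controls were DMSO wells for no effect and 5 µM unlabelled arrestin peptide for full effect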
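System: GST-AP2 R879A glutathione beads; medium: PBS, Tween 20 0.05%, BSA 0.1%; reagent: fluorescein-tagged arrestin peptide at 50 nM final; schedule: pre-incubation 12 min, peptide binding 1 h, room temperature; detection: flow cytometry, FL1 (488/535 nm); read-out: inhibition as reduced fluorescein signal on beads, percent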
Pemphigus Ab inh: inhibitors of pemphigus antibody binding to DSG3, primary screen, biochemical, bead-based, flow cytometry, scFv-GFP | DSG3-coupled beads, scFv-anti-DSG3-GFP binding; hits give low values | binding (percent of control), % at 10 µM | Desmoglein-3 (Homo sapiens), P32926 | actives 0.48% (n = 310,000);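 active = binding more than 3 SD below its plate's average and above zero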;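 also: hits lower antibody fragment binding to DSG3; some compounds called inactive have numbers as strong as hits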
MOR-DOR ag: agonists of OPRM1-OPRD1 heterodimerization, primary screen, cell-based, luminescence; Mu-type opioid receptor (Homo sapiens) + Delta-type opioid receptor (Homo sapiens), …; cells; activation, % at 9.3 µM; actives 0.3% (n = 340,000); in the data active = activation above about 18%;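 also: 0% = vehicle-treated cells and 100% = reference agonist; values of inactives mirror those of a sister screen read the other way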
Keap1-Nrf2 PPI: Keap1-Nrf2 protein-protein interaction inhibitors, primary screen, biochemical, fluorescence polarization, single point; Kelch-like ECH-associated protein 1 (Homo sapiens), Q14145; Keap1 Kelch-Nrf2 peptide fluorescence polarization, 1536-well; inhibition, % at 9.4 µM; actives 0.15% (n = 340,000); in the data active = inhibition above about 12%;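 also: human Keap1 Kelch domain with fluorescein labeled Nrf2 9mer peptide probe; 0% = neutral control wells and 100% = peptide positive control; higher means more block of Keap1 binding to Nrf2 peptide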
LANA DNA inh: inhibitors of KSHV C-LANA binding to DNA, primary screen, biochemical, fluorescence polarization, FAM-LBS DNA, MBP-C-LANA, single point | Kaposi's sarcoma herpesvirus LANA C-terminal domain (residues 932-1162) DNA binding | AID 504423, 2011 | inhibition, % at 9 µM | actives 0.078% (n = 340,000);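 active = highest replicate inhibition at or above 60% at 9 µM, even if other replicates fall short; inactive = all replicates below 60% inhibition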;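 also: 0% = neutral control wells and 100% = 4 µM acridine orange control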
* marks the source's active call; other numbers are inactive results; . = no result given.

SMILES	V-ATPase pH	Wnt act	RTF Ca sens act	MOR-DOR inv ag	RTF Ca sens inh	Arr AP2 block	Pemphigus Ab inh	MOR-DOR ag	Keap1-Nrf2 PPI	LANA DNA inh
O=C(CNC(=O)C(c1ccccc1)c1ccccc1)N/N=C/c1ccc(O)c([N+](=O)[O-])c1	-2	4	-5	9	-5	23	94	-1.7	-3	-0.5
CC(=O)Nc1ccc(N(CC(=O)NCC2CCCO2)C(=O)CCC(=O)Nc2cc(C)on2)cc1 (centres undefined)	-1	-1	1	8	-5	-1	.	-1.1	-4	-0.2
O=c1[nH]nc(N2CCOCC2)c(=O)[nH]1	-1	2	10	12	-11	-2	87	-2.5	-3	-1.2
Cc1c(C(=O)N2CC(C)OC(C)C2)oc2ccccc12 (centres undefined)	-6	.	-2	1	1	32	98	-0.2	3	-0.3
COC(=O)C1CN(C(=O)C(C)Oc2ccc(F)cc2)c2ccccc2O1 (centres undefined)	4	-1	1	12	-3	3	94	-2.5	-1	-1.6
CCN(CC)S(=O)(=O)c1ccc(NC(=O)C(C)N(c2ccccc2)S(C)(=O)=O)cc1 (centres undefined)	10	-5	0	-1	-17	3	.	0.3	0	0.9
COc1cccc(C(=O)Oc2c(Br)cc(Br)cc2/C=N/NC(=O)c2cc(C)[nH]n2)c1	0	-3	1	-11	0	-2	94	2.1	-3	0.8
CCCN(C(=O)c1cccs1)c1c(N)n(Cc2ccccc2)c(=O)[nH]c1=O	-2	0	-2	14	-16	1	104	-3.8	-4	-2.0
COc1c(C(=O)Nc2nnc(C3CC3)s2)csc1Cl	0	24	-2	11	1	19	104	-2.0	2	0.3
CCN1CCN(c2ccc(S(=O)(=O)N3CCCCC3)cc2NC(=O)Cc2ccccc2)CC1	-2	-2	3	0	0	-12	95	0.0	4	-0.3
CCn1nc(C)c([N+](=O)[O-])c1C(=O)NNC(=O)c1ccc(Cl)cc1	-5	2	8	10	-3	4	111	-1.8	7	0.7
O=C(CCc1ccccc1)OCCOC(=O)CCc1ccccc1	1	0	-7	-9	-11	0	114	1.6	2	-0.4
O=C(O)CN1C(=O)SC(Nc2ccccc2)C1=O (centres undefined)	-5	.	8	15	-5	9	104	-2.7	0	0.8
Cc1cc(-c2n[nH]c(=S)n2-c2ccccc2C)cs1	-3	-2	3	2	-20	0	.	-0.3	-2	1.6
N#Cc1ccc(OCC(=O)N/N=C2/CC(c3ccccc3)Oc3ccccc32)cc1 (centres undefined)	1	-2	-3	-19	0	-5	107	3.4	-2	0.6
O=C(NCc1ccccc1)c1ccc(Br)o1	-3	4	3	6	7	17	100	-1.1	-4	-1.1
Cc1ccc2[nH]c(SCC(=O)N3CCOCC3)nc2c1C	4	.	-1	6	-3	18	102	-1.1	0	-2.3
Cc1nn(C)cc1/C=N/NC(=S)Nc1ccc(Cl)cc1Cl	-1	.	-1	2	-16	-3	112	-0.3	-2	-0.6
CN(C)c1ccc(C(=S)N2CCN(Cc3ccccc3)CC2)cc1	-2	2	0	-7	-4	1	88	1.4	1	0.9
CNC(=O)Cc1nc2ccccc2n1CC(=O)Nc1cc(C)cc(C)c1	0	-3	1	.	1	27	98	.	-2	1.4
CCOC(=O)C1CCN(CCCSc2ccc(C)cc2)CC1	-3	-3	14	-1	-10	8	110	0.3	-7	0.7
Cc1ccc(C(=O)N2c3ccccc3CC2C)o1 (centres undefined)	-1	13	-2	11	-4	-8	104	-2.3	0	0.6
COc1cccc(CNc2nc(C(F)(F)F)nc3ccccc23)c1	-5	-4	-10	-28	-4	8	103	5.2	-3	1.5
O=Cc1cn(CC(=O)N2CCCCC2)c2ccccc12	4	.	8	4	-6	7	103	-0.7	-3	0.2
COc1ccc(NC(=O)CSCC(=O)N(C)Cc2ccc3c(c2)OCCO3)cc1	-5	-1	-3	13	-7	6	107	-3.6	2	-0.5

A different layout for part of the listing above.
V-ATPase pH	Wnt act	RTF Ca sens act	MOR-DOR inv ag	RTF Ca sens inh	Arr AP2 block	Pemphigus Ab inh	MOR-DOR ag	Keap1-Nrf2 PPI	LANA DNA inh	compound
-5	.	8	15	-5	9	104	-2.7	0	0.8	O=C(O)CN1C(=O)SC(Nc2ccccc2)C1=O (centres undefined)
-3	-2	3	2	-20	0	.	-0.3	-2	1.6	Cc1cc(-c2n[nH]c(=S)n2-c2ccccc2C)cs1

(further entries)
SMILES	V-ATPase pH	Wnt act	RTF Ca sens act	MOR-DOR inv ag	RTF Ca sens inh	Arr AP2 block	Pemphigus Ab inh	MOR-DOR ag	Keap1-Nrf2 PPI	LANA DNA inh
CCCCNC(=O)N1c2ccccc2CC1C (centres undefined)	-3	.	-1	6	-8	57*	93	-1.2	-2	0.6
COc1ccccc1N1CCN(S(=O)(=O)c2ccc3c(c2)CC(C)N3C(C)=O)CC1 (centres undefined)	-4	-1	-3	0	-3	5	102	0.0	2	0.6
O=S(=O)(NCCc1ccc2c(c1)OCCO2)c1cccs1	-1	.	9	7	-10	26	99	-1.2	4	-2.0
COc1cccc2cc(C(=O)C3=C(O)C(=O)N(c4cc(C)on4)C3c3cccs3)oc12 (centres undefined)	-1	12	3	24	-12	23	102	-5.9	-6	1.7
O=C(Cn1cccc1C(=O)c1ccccc1)NCCCN1CCOCC1	0	.	0	9	-5	0	111	-1.5	0	-0.5
Cc1cc(NC(=O)CSc2[nH]c(=O)cc(C(F)(F)F)c2C#N)no1	-3	1	3	15	4	9	110	-3.7	-5	-1.5
CCCc1sc(N2CCCC(C(N)=O)C2)nc1-c1ccccc1 (centres undefined)	1	2	9	7	-2	-2	104	-1.4	-7	0.7
Cc1cccc(C)c1OCC(=O)NNC(=O)c1ccoc1C	0	-1	1	4	3	16	98	-0.6	-7	1.8
CC1=CC(=O)OC1Cc1ccncc1 (centres undefined)	-2	-1	2	18	-4	8	105	-4.4	-5	-0.3
CCCOc1ccc(Cl)cc1CNc1ccccc1	1	-1	0	-34	-11	3	108	7.3	-5	-2.5
Cc1cc(NS(=O)(=O)c2ccc(C3CCCCC3)cc2)no1	1	-1	4	9	-12	10	.	-1.9	-1	0.8
Cc1cc(-n2cnc(-c3cn[nH]c3C)n2)no1	-2	4	-1	8	0	7	106	-1.6	-4	1.2
COCCN1C(=S)NC(c2cccc(C(F)(F)F)c2)C(C(=O)N2CCOCC2)=C1C (centres undefined)	1	1	0	6	-2	-3	105	-1.4	-9	1.0
Cc1ccc2nc3ccc(N4CCN(C)CC4)nn3c(=O)c2c1	7	.	0	23	0	-28	97	-4.7	-2	-2.7
COc1ccc(NC(=O)c2cc3c(COC(C)=O)cnc(C)c3oc2=Nc2cccc(C(=O)O)c2)c(OC)c1	-5	.	-1	-10	-12	-5	66*	2.1	6	-4.8
C=C(C)CN(CC)C(=O)CSc1ccc(S(=O)(=O)N2CCN(C)CC2)cn1	-4	-2	1	11	-11	-13	93	-1.7	-6	-1.5
Cc1ccc(NC(=O)CSc2ncccn2)c([N+](=O)[O-])c1	-1	2	4	14	-12	1	110	-2.9	-4	0.8
CCOc1ccc2nc(NC(=O)CS(=O)(=O)c3ccccc3)sc2c1	2	.	4	-15	-7	81*	96	3.1	2	-2.6
O=C(O)c1ccccc1C(=O)Nc1ccc(S(=O)(=O)NC2CCCCC2)cc1	0	.	5	2	9	8	102	-0.5	-6	-0.2
CCCC(C(=O)NCC1CCCO1)N(Cc1ccco1)C(=O)CNS(=O)(=O)c1ccccc1 (centres undefined)	1	1	-3	15	-2	-4	98	-3.5	0	1.8
CC(OC(=O)CN1C(=O)c2ccccc2C1=O)C(=O)NC1CCCCC1 (centres undefined)	-2	-3	0	6	-4	7	91	-1.0	-2	0.4
O=C(NCc1ccc(Cl)cc1Cl)c1ccc2nc[nH]c2c1	-2	2	3	1	-4	-6	95	-0.2	-3	-0.2
O=C(NC1CC1)c1ccc2c(c1)C1C3CCC(C3)C1C(c1ccccc1)N2 (centres undefined)	-1	-3	3	5	-4	-4	100	-0.9	-2	1.4
CCOc1ccc(/C(CCC(=O)O)=N/NC(=S)NCCc2ccccc2)cc1	3	0	-2	8	-2	25	110	-1.6	-2	-0.9
O=C(CSc1n[nH]c(=O)[nH]c1=O)Nc1ccc(C(=O)O)cc1	-5	3	2	18	-8	-9	98	-3.5	3	1.2
(more compounds)
SMILES	V-ATPase pH	Wnt act	RTF Ca sens act	MOR-DOR inv ag	RTF Ca sens inh	Arr AP2 block	Pemphigus Ab inh	MOR-DOR ag	Keap1-Nrf2 PPI	LANA DNA inh
CN(C(=O)CCN1C(=O)C2C3C=CC(C3)C2C1=O)c1ccccc1 (centres undefined)	-1	0	-1	11	-3	.	91	-2.3	1	0.0
O=C(c1ccco1)N1CCCC(c2nc3c(nnn3Cc3ccc(F)cc3)c(=O)[nH]2)C1 (centres undefined)	1	-1	1	15	5	-4	119	-2.8	5	-2.4
Cc1cccn(Cc2c(F)cccc2Cl)c1=O	1	2	7	19	-7	2	105	-3.6	3	-1.8
NC(=O)[C@@H]1CC2(CC(c3cccc(NC(=O)COc4ccc(Cl)cc4)c3)=NO2)CN1C(=O)c1ccccc1 (some centres undefined)	-1	5	5	-1	-10	2	103	0.2	-4	1.3
Cc1cc2cc3c(cc2nc1SCC(=O)Nc1ccccc1)CCC3	-1	.	3	-19	2	-1	95	3.0	-2	-0.4
C=CCNC(=O)c1c(N)n(-c2ccc3c(c2)OCO3)c2nc3ccccc3nc12	0	.	-2	6	-8	12	93	-1.0	2	1.2
CCN(CC)c1nc2c3c(nc4c(c3c1C#N)CC(=O)N4c1ccc(Cl)cc1)NC(C)=N2	-1	3	-19	14	-9	-4	85	-2.8	-6	-0.3
COc1ccc(C)cc1Nc1nc(-c2ccccc2O)nc2ccccc12	2	0	0	10	0	1	96	-2.3	0	-1.0
CN(C)/C=C1\C(=O)Oc2ccccc2C1=O	2	0	.	.	.	-20	104	.	.	.
COCCNc1ccc([N+](=O)[O-])cc1C(=O)Nc1cccc(C)n1	-4	3	-2	-11	6	11	119	2.3	5	0.7
O=C(Nc1cc(S(=O)(=O)N2CCOCC2)ccc1O)c1ccc(S(=O)(=O)N2CCCCC2)cc1	3	-1	4	12	-3	-9	.	-3.1	-4	0.7
NC(=S)NNc1ccc(Cl)c(Cl)c1	3	3	1	-13	0	-22	100	2.7	-6	-2.4
O=C(Cc1ccc(-n2c(=O)c3ccccc3n(CC(=O)Nc3ccc(F)cc3F)c2=O)cc1)NCc1ccco1	3	-2	-2	13	2	3	100	-2.6	-3	3.4
COc1ccc(C(=O)Nc2nc(CC(=O)NCCc3ccccc3OC)cs2)cc1	-2	7	2	-3	-9	-10	103	0.4	-1	3.5

High-throughput results as filed in PubChem BioAssay.
